Screening results from PubChem BioAssay.
SIRT5 block: blocks human SIRT5 desuccinylation of peptide; Purified SirT5, succinyl-peptide AMC, trypsin-coupled fluorescence; inhibition, % at 15 µM; actives 1.1% (n = 330,000); AID 652115; in the data active = inhibition above about 15%; inconclusive = no clear call, values can overlap the other calls
Target sequence (Q9NXA8 whole entry, looked up): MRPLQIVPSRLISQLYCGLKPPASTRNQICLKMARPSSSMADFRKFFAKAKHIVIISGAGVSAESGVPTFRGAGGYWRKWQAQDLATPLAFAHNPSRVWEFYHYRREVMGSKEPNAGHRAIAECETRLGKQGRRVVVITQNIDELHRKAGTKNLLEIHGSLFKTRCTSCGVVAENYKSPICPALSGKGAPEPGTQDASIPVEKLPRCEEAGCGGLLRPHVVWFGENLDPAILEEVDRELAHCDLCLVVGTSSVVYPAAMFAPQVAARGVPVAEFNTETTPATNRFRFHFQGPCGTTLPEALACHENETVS
PAX8 inh HTS: PAX8 transcriptional activity inhibition | inhibition, % at 12.6 µM | actives 1.2% (n = 360,000) | RMG-I TPO-luciferase reporter, SteadyGlo, 24 h;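 active = mean replicate inhibition at least 60% with every replicate also reaching 60%; inconclusive = only one of the two criteria is met; inactive = mean below 60% and not all replicates reaching 60%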;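 note: luciferase light reporting Pax8 driven TPO promoter activity; plate controls were median of neutral control wells for no effect and mitoxantrone controls for full effect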
DENV2 CPE: DENV2-induced cell death inhibition; DENV2-infected cells, cytopathic effect rescue, plate reader; CPE inhibition, % at 9.99 µM; actives 1.7% (n = 350,000); AID 651640; in the data active = CPE inhibition above about 20%, passing the limit was not always enough; inconclusive = no clear call, values can overlap the other calls; tested in BHK-21 cells;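 note: 0% = median of neutral control wells and 100% = median of positive control wells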
LGR2 inh: Drosophila LGR2 receptor signaling inhibition | HEK293 LGR2, CRE-luciferase, bursicon-stimulated, 4 h | inhibition, % at 9.99 µM | actives 0.35% (n = 380,000);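 active = drop in luminescence signal, shown as inhibition above about 50% in the replicate tests, limit read from the data, passing the limit was not always enough; inconclusive = probably only some replicates passing the limit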;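 note: agonist challenge used bursicon conditioned medium at about half maximal strength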
CASP6 VEID inh: inhibitors of human caspase-6 | P55212 | purified caspase-6, Z-VEID-R110 cleavage fluorescence | inhibition, % at 12.5 µM | actives 0.53% (n = 350,000) | AID 686996;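 active = mean inhibition across replicates at least about 35%, with every replicate also reaching that limit, limit read from the data; inconclusive = only one of the two criteria met; inactive = neither criterion met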;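 note: 0% = median of neutral control wells and 100% = no fluorescence left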
Target sequence (P55212 24-179 limits assumed): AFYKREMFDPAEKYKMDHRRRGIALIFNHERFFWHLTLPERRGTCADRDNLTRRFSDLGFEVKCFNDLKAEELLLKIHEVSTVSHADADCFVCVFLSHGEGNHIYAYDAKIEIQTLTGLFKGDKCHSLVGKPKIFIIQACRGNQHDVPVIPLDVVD
Target sequence (P55212 194-293 limits assumed): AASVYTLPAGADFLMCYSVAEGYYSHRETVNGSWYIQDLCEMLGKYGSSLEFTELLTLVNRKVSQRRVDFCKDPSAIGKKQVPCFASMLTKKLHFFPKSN
ARNT TACC3 PPI: ARNT/TACC3 interaction disruption; Q9Y6A5; AlphaScreen His-ARNT PAS-B/GST-TACC3 binding, luminescence; TACC3 fragment carries E629A point mutation; actives 0.66% (n = 390,000); inhibition, % at 9.99 µM; AID 623870;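 active = mean inhibition of replicates at least 50% and at least half of replicates each reaching 50%; inconclusive = half or more replicates reach 50% but mean below 50%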;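 note: 0% = complete ARNT plus TACC3 wells and 100% = ARNT alone without TACC3; many hits fall short of the cut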
EWS-Fli block: EWS/Fli transcriptional activity inhibition; A673 NR0B1-luciferase reporter, viability-normalised; inhibition, % at 12.6 µM; actives 0.67% (n = 350,000);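 active = mean inhibition of at least 50% after viability correction, with every replicate also passing that limit; inconclusive = mean reaches 50% but only one of two replicates passes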;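 note: firefly luciferase signal divided by Alamar Blue viability fluorescence both relative to DMSO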
Numbers without * were called inactive; ? = inconclusive; · = not tested or not shown.

SMILES,SIRT5 block,PAX8 inh HTS,DENV2 CPE,LGR2 inh,CASP6 VEID inh,ARNT TACC3 PPI,EWS-Fli block
O=C1c2cc3c(cc2CCC1c1ccc2c(c1)OCO2)OCO3 (stereo not given),·,-59,4,-64,1,·,-77
CN(C)C(=O)C[C@@H]1CC[C@H]2[C@H](COc3ccc(NC(=O)NCc4ccccc4)cc3C(=O)N2C)O1,1,-10,?,5,0,7,-5
NC(c1csc(Nc2ccccn2)n1)c1ccccc1Cl (stereo not given),-2,-4,-6,-13,2,·,-6
C[C@H](CO)N1C[C@H](C)[C@@H](CN(C)C)Oc2cc(/C=C/c3ccccc3)ccc2S1(=O)=O,4,·,8,22,2,0,11
COc1ccc(S(=O)(=O)N2CCC(C(=O)NCCN3CCOCC3)CC2)cc1OC,-5,-1,2,7,·,-5,-18
CCS(=O)(=O)Nc1ccc2c(c1)C(=O)N(C)[C@@H]1CC[C@@H](CC(=O)N[C@@H]3CCN(Cc4ccccc4)C3)O[C@@H]1CO2,·,-29,·,9,·,·,-80
C[C@H](CO)N1C[C@H](C)[C@@H](CN(C)C)Oc2ccc(NC(=O)Nc3cccc4ccccc34)cc2CC1=O,10,11,39*,24,-1,-3,·
Cc1ccc(S(=O)(=O)NCC[C@H]2CC[C@@H](NS(=O)(=O)c3ccccc3Cl)[C@H](CO)O2)cc1,-1,6,-7,7,0,2,24
Cn1c(-c2ccccc2)c(C(=O)CCl)c2ccccc21,-4,44,-5,·,12,27,-10
C[C@H](CO)N1C[C@H](C)[C@H](CN(C)C(=O)NC2CCCCC2)OCc2ccccc2-c2ccccc2C1=O,-5,-1,1,-2,2,-9,-1
O=C(C[C@H]1C[C@@H]2c3cc(NC(=O)Nc4ccccc4F)ccc3O[C@@H]2[C@@H](CO)O1)NCc1ccc2c(c1)OCO2,7,17,-2,1,3,1,2
CCCC(=O)N1CCCC1(C)C(=O)Nc1ccc(OC(F)F)cc1 (stereo not given),-4,4,3,-16,0,·,-15
CC(=O)c1cc2c(cc1NC(=O)CSc1nnc(C3CC3)n1C)OCO2,·,4,-4,8,1,·,12
CN(CCCC1CCCC1)C(=O)c1cc(COc2c(F)cccc2F)on1,-3,-4,19,0,2,-7,·
Cc1cccc(NC(=O)CSc2nnc([C@H](C)NC(=O)OC(C)(C)C)o2)c1C,-2,4,-4,-4,-1,-35,·
CC1CN(S(=O)(=O)c2cccc(C(=O)NN3CCN(C)CC3)c2)CC(C)O1 (stereo not given),·,-4,·,-1,·,1,·
C/C=C/c1ccc2c(c1)O[C@H](CN(C)C(=O)COC)[C@@H](C)CN([C@@H](C)CO)S2(=O)=O,-1,·,-4,11,-1,-3,-7
CN1C(C(=O)NCC2CC2)CC2Cn3c(nc4cc(Cl)c(Cl)cc43)C21 (stereo not given),·,-7,-4,32,3,-10,-12
CS(=O)(=O)Nc1cccc(C2=NN(S(=O)(=O)c3ccccc3)C(c3cccs3)C2)c1 (stereo not given),-1,·,-2,-10,1,4,2
O=C(NCCC1=CCCCC1)C1CCN(C(=O)c2ccc(Cl)cc2)CC1,-2,·,4,-13,0,2,-35
C=CCn1c[n+](CC(=O)c2ccc(Br)s2)c2ccccc21,-6,19,2,14,·,·,0
CCc1nn2c(=O)cc(COc3ccc(/C=C4\C(=N)N5N=C(C)SC5=NC4=O)cc3)nc2s1,3,-3,-1,-1,7,-2,-9
C[C@@H](NC(=O)C[C@H]1C[C@@H]2c3cc(NC(=O)c4ccc5c(c4)OCO5)ccc3O[C@@H]2[C@H](CO)O1)c1ccccc1,·,-6,·,5,·,·,-1
CN(C)C(=O)CSc1nc2cc(S(=O)(=O)N3CCOCC3)ccc2o1,·,-13,-6,-5,-1,1,1
O=C(Cc1c(F)cccc1Cl)N1CCCC1,-4,·,-6,7,2,-15,7
Cn1cccc1CC(=O)NNC(=S)Nc1ccc(F)cc1,-2,12,-11,3,7,2,11
CC(C)=NNc1nc2c(c(=O)n(C)c(=O)n2C)n1C,-3,1,9,-5,3,10,-5
CC(C)CNc1ncnc2c1ncn2[C@H]1CN(Cc2cccs2)C[C@@H](CO)O1,1,3,-4,7,-4,·,12
CCCCC(=O)Nc1ccc(C(=O)NNC(=O)c2ccco2)cc1,·,·,·,-14,2,0,·
COc1ccc(NC(=O)N[C@@H]2CC[C@@H](CCn3cc(-c4ccccc4)nn3)O[C@H]2CO)cc1,2,-21,8,-13,3,-4,-13

A second format for 2 compounds above.
CCCC(=O)N1CCCC1(C)C(=O)Nc1ccc(OC(F)F)cc1 (stereo not given)
  SIRT5 block = -4
  PAX8 inh HTS = 4
  DENV2 CPE = 3
  LGR2 inh = -16
  CASP6 VEID inh = 0
  ARNT TACC3 PPI = ·
  EWS-Fli block = -15
CCc1nn2c(=O)cc(COc3ccc(/C=C4\C(=N)N5N=C(C)SC5=NC4=O)cc3)nc2s1
  SIRT5 block = 3
  PAX8 inh HTS = -3
  DENV2 CPE = -1
  LGR2 inh = -1
  CASP6 VEID inh = 7
  ARNT TACC3 PPI = -2
  EWS-Fli block = -9

(next part)
Values run as follows: SIRT5 block | PAX8 inh HTS | DENV2 CPE | LGR2 inh | CASP6 VEID inh | ARNT TACC3 PPI | EWS-Fli block
> C/C=C/c1ccc([C@H]2[C@@H](CN(C)C(=O)CC3CC3)N(C(=O)C3CC3)[C@H]2CO)cc1
 : · | -1 | ? | 4 | · | 1 | 0
> Cc1ccccc1OCC(=O)Nc1nc2ccccc2[nH]1
 : -4 | -23 | 0 | -30 | -1 | · | 0
> Cc1ccc(C(=O)N/C(=C\c2cccs2)C(=O)NCCc2ccccn2)cc1C
 : · | -9 | -2 | 11 | 1 | 2 | 2
> CSc1ccccc1NC(=O)COC(=O)CCCOc1ccc(C)cc1
 : -1 | 7 | -3 | 7 | 1 | -3 | 12
> COc1ccc(S(=O)(=O)N2CCN(C(=O)c3cc(-c4ccc(C)cc4)n[nH]3)CC2)cc1
 : · | -7 | 3 | -8 | -1 | -18 | 1
> Cc1cc(C)nc(NC(N)=NC2CCCCC2)n1
 : · | -4 | · | -15 | · | 1 | ·
> COCC(=O)Nc1ccc2c(c1)[C@@H]1C[C@@H](CC(=O)NCc3ccc(Cl)cc3)O[C@@H](CO)[C@@H]1O2
 : · | 6 | -4 | 5 | · | -5 | 0
> CCc1ccc(N2CC(C(=O)Nc3ccc4c(c3)OCCO4)CC2=O)cc1 (stereo not given)
 : -3 | -4 | 6 | 13 | 1 | -2 | 13
> CCCNC(=O)N1C[C@H](C)[C@@H](OC)CN(C)C(=O)c2ccc(NC(=O)CCC)cc2OC[C@@H]1C
 : 0 | · | -5 | -21 | 0 | · | -9
> CCC(=O)N1CCCCN2[C@H](CO)[C@H](c3ccc(-c4ccc(F)cc4)cc3)[C@H]2C1
 : 0 | 17 | 17 | 5 | 4 | -8 | 4
> CCOC(=O)C1=C(COC(=O)/C=C/c2ccc(OC)c(OC)c2)NC(=O)NC1C (stereo not given)
 : -5 | -7 | -4 | -2 | 10 | 17 | -7
> O=C1NCCn2nc3ccccc3c21
 : -6 | -10 | -5 | -10 | 1 | -2 | -5
> N#C[C@@H]1[C@@H](c2ccc(C#CC3CC3)cc2)[C@H](CO)N1C(=O)Cc1ccccn1
 : 1 | 8 | -2 | -10 | -1 | 1 | -1
> Cn1c(SCC(=O)Nc2ccc(N3CCOCC3)cc2)nnc1C(F)(F)F
 : -2 | -11 | -1 | 3 | -2 | · | 0
> Cc1ccc(OCC(=O)NC2CCCc3ccccc32)c(C)c1 (stereo not given)
 : · | 17 | · | -5 | · | -7 | ·
> CCOc1ccccc1N
 : · | · | 23* | 2 | -1 | · | 0
> Cc1ccc(S(=O)(=O)N2CCN(c3ncnc4scc(-c5ccccc5)c34)CC2)cc1
 : -1 | -7 | -6 | 17 | 1 | 11 | 3
> C[C@@H]1CN([C@H](C)CO)C(=O)c2cc(NC(=O)CCN3CCOCC3)ccc2O[C@H]1CN(C)Cc1ccc(Cl)c(Cl)c1
 : -3 | -1 | -4 | 18 | 3 | 17 | ·
> O=C(O)CC/C(=N\NC(=O)CNC(=O)c1ccc(F)cc1)c1ccccc1
 : -3 | 0 | 18 | -12 | -1 | 4 | 14
> COCCOC(=O)C1=C(C)NC2=C(C(=O)CC(C)(C)C2)C1c1ccc(N(C)C)cc1 (stereo not given)
 : 1 | · | 5 | -13 | 2 | 19 | 2
> COc1ccc2c3c([nH]c2c1)[C@H](CO)N(C(=O)Nc1ccc(F)cc1)CC31CCN(CC2CCOCC2)CC1
 : 0 | 27 | -6 | -22 | -1 | · | ?
> O=C(O)C1CC=CCC1C(=O)Nc1ccccc1C(=O)N1CCN(c2ccc(F)cc2)CC1 (stereo not given)
 : 1 | 9 | 7 | · | 4 | -1 | 10
> Cn1cc(Br)c(-c2cccc(N3C(=O)CC(C)(C)CC3=O)c2)n1
 : 2 | -2 | -1 | 4 | 0 | -10 | 0
> Cc1nn(-c2ccccc2)nc1C(=O)Nc1ccc2c(c1)OCCO2
 : -1 | -8 | 1 | -1 | 0 | -3 | -4
> O=C1c2ccccc2C(=O)c2[nH]cnc21
 : -3 | 2 | -1 | 9 | 12 | 12 | 34
> C[C@@H]1CC[C@@]2(OC1)O[C@H]1C[C@H]3[C@@H]4CC=C5C[C@@H](O)[C@H](O)C[C@]5(C)C4CC[C@]3(C)[C@H]1[C@@H]2C (stereo not given in full)
 : -5 | -5 | 0 | 6 | -3 | -1 | 5
> CCc1ccccc1NC(=O)c1ccc(S(=O)(=O)N2CCCC2)cc1
 : -2 | -14 | -9 | 21 | 0 | 3 | -4
> O=C(NCCCCc1ccccc1)C1CC(c2cccc(F)c2)=NO1 (stereo not given)
 : -6 | -5 | 8 | -4 | -6 | -8 | -28
> O=C(CCc1nc2sc3c(c2c(=O)[nH]1)CCCC3)N1CCN(c2ccccc2)CC1
 : -4 | 7 | 18 | -1 | 2 | 25 | 4
> O=C(NCc1ccccc1)c1cc(C2CCCN(C(=O)c3cccs3)C2)on1 (stereo not given)
 : 4 | 2 | -7 | 17 | 0 | · | -15
> Cc1csc2c(NCCCN3CCOCC3)ncnc12
 : -3 | -8 | -2 | -14 | -6 | -34 | 0
> C=C(C)C1Cc2c(C)nn(-c3cccc4cccnc34)c2C1 (stereo not given)
 : -2 | 5 | 2 | 12 | -1 | -2 | 6
> Cc1ccc(S(=O)(=O)n2nc(C)c(S(=O)(=O)N3CCCCC3)c2C)cc1
 : -4 | -5 | -1 | 1 | 6 | 3 | -4
> C/C=C/c1cnc2c(c1)C(=O)N([C@H](C)CO)C[C@@H](C)[C@H](CN(C)C(=O)NC1CCCCC1)O2
 : -4 | -6 | 1 | 14 | 4 | -3 | 2
> C[C@H](NS(=O)(=O)c1ccc(Cl)cc1)C(=O)OCC(=O)Nc1cc(S(=O)(=O)N2CCOCC2)ccc1Cl
 : 1 | -16 | 0 | 11 | 2 | · | -7
> Cc1nc2cc(NCc3cccs3)ccc2n1C
 : -2 | -147 | 3 | -12 | -7 | -3 | -55

Fetched by structure from above:
Values run as follows: SIRT5 block | PAX8 inh HTS | DENV2 CPE | LGR2 inh | CASP6 VEID inh | ARNT TACC3 PPI | EWS-Fli block
> Cn1cc(Br)c(-c2cccc(N3C(=O)CC(C)(C)CC3=O)c2)n1
 : 2 | -2 | -1 | 4 | 0 | -10 | 0
> C[C@H](NS(=O)(=O)c1ccc(Cl)cc1)C(=O)OCC(=O)Nc1cc(S(=O)(=O)N2CCOCC2)ccc1Cl
 : 1 | -16 | 0 | 11 | 2 | · | -7
> CCc1nn2c(=O)cc(COc3ccc(/C=C4\C(=N)N5N=C(C)SC5=NC4=O)cc3)nc2s1
 : 3 | -3 | -1 | -1 | 7 | -2 | -9
> C/C=C/c1ccc2c(c1)O[C@H](CN(C)C(=O)COC)[C@@H](C)CN([C@@H](C)CO)S2(=O)=O
 : -1 | · | -4 | 11 | -1 | -3 | -7
> O=C(NCc1ccccc1)c1cc(C2CCCN(C(=O)c3cccs3)C2)on1 (stereo not given)
 : 4 | 2 | -7 | 17 | 0 | · | -15

No enrichment for hits; overall some 4.9% were active at least once.
